ssDAF-12 act – activates DAF-12 receptor from parasite S. stercoralis | HEK293 ssDAF-12/GRIP1 lit1-tk-luc reporter, luminescence; % of 3 µM dafachronic acid response | activation, % at 6.8 µM | hit rate 1% among 370,000;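 active = activation above the mean over all tested compounds plus 3 SD, cut at about 0.9% in these data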;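 also: 0% = DMSO-only wells and 100% = 3 µM delta7-dafachronic acid wells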
PLC-beta3 inh – blocks human PLC-beta3 enzyme activity; Q01970; Purified PLC-beta3, fluorogenic substrate, fluorescence; inhibition, % at 12.2 µM; hit rate 0.18% among 370,000; AID 720704; in the data active = inhibition above about 11%;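 also: 0% = median of compound wells on plate and 100% = full blocker control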
DAX1 inh-1 – inhibits human nuclear receptor DAX1. P51843. HEK293 Gal4-DAX1 luciferase reporter, luminescence. inhibition, % at 6.75 µM. hit rate 0.99% among 340,000. AID 504766;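 active = inhibition above the mean over all tested compounds plus 3 SD, cut at about 4.2% in these data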;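 also: 0% = DAX1-transfected cells with DMSO and 100% = empty-vector control cells with DMSO; inhibition shows as a rise in luminescence from relieved DAX1 repression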
DAX1 inh-2 – DAX1 (NR0B1) inhibition, primary screen; inhibition, % at 6.8 µM; HEK293T StAR-luciferase reporter, SF-1/DAX-1 repression relief; AID 652010; hit rate 1.1% among 370,000;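 active = inhibition above the mean over all tested compounds plus 3 SD, cut at about 3.6% in these data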;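 also: 0% = DAX-1 cells with DMSO and 100% = cells lacking DAX-1 with DMSO; higher inhibition means more luminescence from relief of DAX-1 repression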
FXN GAA850 act – activators of GAA850 frataxin (FXN) promoter. hit rate 0.56% among 360,000. HEK293 lucGAA850 FXN promoter luciferase reporter, 24 h; percent of 10 µM SAHA response. activation, % at 6 µM;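 active = activation above the average of all compounds screened plus 3 SD, cutoff fixed separately per campaign, cut at about 7.5% in these data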;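 also: 0% = DMSO wells and 100% = 10 µM SAHA wells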
hgDAF-12 ag – hgDAF-12 agonism, primary luciferase screen; HEK293 GAL4-hgDAF12 UAS-luciferase reporter, agonist luminescence; normalized to butyrate control; activation, % at 6.8 µM; hit rate 1.8% among 370,000;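 active = activation above a cutoff set at the mean of all screened compounds plus 3 SD, cut at about 10% in these data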;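 also: 0% = DMSO wells and 100% = sodium butyrate wells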
SMARCA2 activ – increases SMARCA2 function in MMTV reporter cells; hit rate 1% among 370,000; activation, % at 9.1 µM; MG213 cells, MMTV-luciferase reporter, dexamethasone, overnight; in the data active = activation above about 7.8%;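 also: 0% = vehicle wells and 100% = reference activator wells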
hcDAF-12 act – activators of H. contortus DAF-12 nuclear receptor; hit rate 1.4% among 370,000; HEK293 hcDAF-12 lit1-tk-luc reporter, luminescence; 0% DMSO, 100% Δ7-dafachronic acid; activation, % at 6.8 µM;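 active = activation above the mean of all tested compounds plus 3 SD, cut at about 5.5% in these data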;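 also: 100% = response to 3 µM Δ7-dafachronic acid high control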
PG9 Ab binder – small molecules binding HIV-1 gp120 antibody PG9 | TR-FRET gp120-PG9 antibody binding | inhibition, % at 6.7 µM | hit rate 0.43% among 360,000; in the data active = inhibition above about 8.5%
NR1D1 modulator – modulators of human Rev-erb alpha DNA binding. P20393. Rev-erbα–FITC-DNA binding, fluorescence polarization, 90 min. activity, % at 10 µM. hit rate 0.79% among 370,000;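 active = activity above about 14%, limit read from the data; passing the limit was not always enough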;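 also: 0% = DMSO wells with 35 nM protein and 100% = DMSO wells with 750 nM protein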
Target sequence (P20393 whole entry, looked up): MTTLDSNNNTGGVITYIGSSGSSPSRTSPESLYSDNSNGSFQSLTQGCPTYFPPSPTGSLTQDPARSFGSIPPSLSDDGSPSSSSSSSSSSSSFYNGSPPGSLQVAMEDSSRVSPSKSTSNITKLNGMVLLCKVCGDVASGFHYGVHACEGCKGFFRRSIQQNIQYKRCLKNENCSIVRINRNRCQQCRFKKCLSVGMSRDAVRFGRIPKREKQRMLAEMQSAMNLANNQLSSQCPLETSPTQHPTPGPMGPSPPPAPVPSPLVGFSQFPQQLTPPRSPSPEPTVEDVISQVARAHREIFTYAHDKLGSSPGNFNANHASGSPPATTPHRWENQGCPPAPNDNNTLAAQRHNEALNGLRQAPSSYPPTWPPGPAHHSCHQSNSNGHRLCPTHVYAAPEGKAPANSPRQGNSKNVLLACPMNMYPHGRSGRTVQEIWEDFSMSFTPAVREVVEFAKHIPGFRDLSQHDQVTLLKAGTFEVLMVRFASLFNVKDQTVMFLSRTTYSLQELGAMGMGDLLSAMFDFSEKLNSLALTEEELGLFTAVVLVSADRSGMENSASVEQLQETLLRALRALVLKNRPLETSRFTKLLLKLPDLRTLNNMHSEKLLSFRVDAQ
sPLA2-III inh – Inhibits HGIII-sPLA2 liposome hydrolysis, primary screen | hit rate 0.56% among 370,000 | inhibition, % at 12.2 µM | AID 743126 | QFRET BODIPY PC-A2 liposome hydrolysis, fluorescence | Q9NZ20;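 active = inhibition above mean plus 3 SD of compounds lying within the high and low control bounds, cut at about 19% in these data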;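 also: 0% = median of test compound wells and 100% = no enzyme DMSO wells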
Target sequence (Q9NZ20 whole entry, looked up): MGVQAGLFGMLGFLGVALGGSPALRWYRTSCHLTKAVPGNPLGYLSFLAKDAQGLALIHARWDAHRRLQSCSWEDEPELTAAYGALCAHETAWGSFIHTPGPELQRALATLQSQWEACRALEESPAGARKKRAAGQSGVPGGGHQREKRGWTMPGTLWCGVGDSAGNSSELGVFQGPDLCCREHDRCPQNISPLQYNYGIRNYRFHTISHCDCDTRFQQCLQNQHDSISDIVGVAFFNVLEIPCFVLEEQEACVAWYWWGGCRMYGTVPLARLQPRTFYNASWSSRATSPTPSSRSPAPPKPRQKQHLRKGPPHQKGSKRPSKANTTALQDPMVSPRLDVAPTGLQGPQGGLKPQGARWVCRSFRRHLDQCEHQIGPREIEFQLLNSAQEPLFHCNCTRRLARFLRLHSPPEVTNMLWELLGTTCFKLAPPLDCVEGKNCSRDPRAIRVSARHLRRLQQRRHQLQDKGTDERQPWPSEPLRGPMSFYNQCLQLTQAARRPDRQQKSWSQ
* hit, by the source's call.

For O=C(N/N=C/c1ccncc1)c1cc([N+](=O)[O-])cc([N+](=O)[O-])c1O the results were ssDAF-12 act -1.3, PLC-beta3 inh -2.3, DAX1 inh-1 0.4, DAX1 inh-2 0.4, FXN GAA850 act -1.9, hgDAF-12 ag -1.9, SMARCA2 activ -2.6, hcDAF-12 act -1.2, PG9 Ab binder 0.1, NR1D1 modulator -2.9 and sPLA2-III inh 19.9*.
Screening Cn1c(C2=C(O)CN(c3ccc4c(c3)OCCO4)C2=N)nc2ccccc21 returned ssDAF-12 act -0.5, PLC-beta3 inh 4.7, DAX1 inh-1 2.0, DAX1 inh-2 0.6, FXN GAA850 act 3.1, hgDAF-12 ag -0.4, SMARCA2 activ 2.1, hcDAF-12 act 1.1, PG9 Ab binder -0.2, NR1D1 modulator 0.8 and sPLA2-III inh 0.9.
For O=C(COC(=O)c1ccc([N+](=O)[O-])o1)NCCc1ccccc1 the results were ssDAF-12 act -0.8, PLC-beta3 inh -74.7, DAX1 inh-1 -0.3, DAX1 inh-2 -0.5, FXN GAA850 act -0.6, hgDAF-12 ag 1.1, SMARCA2 activ 5.9, hcDAF-12 act -0.4, PG9 Ab binder -4.9, NR1D1 modulator -5.2 and sPLA2-III inh 2.6.
Screening COc1cc(/C=N/NC(=S)NCC2CCCO2)cc(OC)c1OC (centres undefined) returned ssDAF-12 act -1.4, PLC-beta3 inh 1.7, DAX1 inh-1 3.8, DAX1 inh-2 -0.7, FXN GAA850 act -1.8, hgDAF-12 ag 0.0, SMARCA2 activ 0.7, hcDAF-12 act -0.9, PG9 Ab binder -3.3, NR1D1 modulator 2.9 and sPLA2-III inh 11.5.
CCOC(=O)c1sc(NC(=O)CSc2nnnn2-c2ccc(C)cc2C)nc1C was read as ssDAF-12 act -1.7, PLC-beta3 inh -1.5, DAX1 inh-1 -1.1, DAX1 inh-2 -0.1, FXN GAA850 act -0.1, hgDAF-12 ag -1.4, SMARCA2 activ -0.8, hcDAF-12 act -1.2, PG9 Ab binder 1.1, NR1D1 modulator 4.5 and sPLA2-III inh 1.0.
Screening C=C[C@@H](c1ccccc1)[C@](C)(O)C(=O)O returned ssDAF-12 act -0.6, PLC-beta3 inh 5.3, DAX1 inh-2 -1.1, hgDAF-12 ag 0.8, SMARCA2 activ -1.0, hcDAF-12 act -1.0, PG9 Ab binder -0.3, NR1D1 modulator 1.6 and sPLA2-III inh -0.7.
Screening Cc1cc(C)n(CC(O)COc2ccc(Cl)cc2Cl)n1 (centres undefined) returned ssDAF-12 act -1.1, PLC-beta3 inh -9.9, DAX1 inh-1 0.2, DAX1 inh-2 0.1, FXN GAA850 act 2.4, hgDAF-12 ag 7.1, SMARCA2 activ 2.7, hcDAF-12 act 0.1, PG9 Ab binder -1.1, NR1D1 modulator 10.8 and sPLA2-III inh -5.2.
CC1(NC(=O)C23CC4CC(CC(C4)C2)C3)CCS(=O)(=O)C1 (centres undefined) was read as ssDAF-12 act -1.1, PLC-beta3 inh 2.4, DAX1 inh-1 -0.8, DAX1 inh-2 -0.4, FXN GAA850 act -1.6, hgDAF-12 ag -0.7, SMARCA2 activ -2.7, hcDAF-12 act -0.4, PG9 Ab binder 0.6, NR1D1 modulator -1.5 and sPLA2-III inh 7.1.
`Cc1sc2nc(NCCO)[nH]c(=O)c2c1C` gave ssDAF-12 act -1.3, PLC-beta3 inh 2.1, DAX1 inh-1 1.5, DAX1 inh-2 0.7, FXN GAA850 act 0.8, hgDAF-12 ag 0.3, SMARCA2 activ 1.3, hcDAF-12 act -1.6, PG9 Ab binder -0.2, NR1D1 modulator -5.0 and sPLA2-III inh 3.7.
Screening Cc1ccc2[nH]c(C)c(/C=N/Nc3nc4ccccc4s3)c2c1 returned ssDAF-12 act -0.4, PLC-beta3 inh -57.8, DAX1 inh-1 -0.2, DAX1 inh-2 -0.3, FXN GAA850 act -1.7, hgDAF-12 ag -0.6, SMARCA2 activ -2.5, hcDAF-12 act 3.6, PG9 Ab binder -1.9, NR1D1 modulator 4.7 and sPLA2-III inh 3.7.
Screening CN1C(=O)C2(C(C#N)=C(N)Oc3c2oc(CO)cc3=O)c2ccccc21 (centres undefined) returned ssDAF-12 act -1.1, PLC-beta3 inh 4.9, DAX1 inh-1 0.1, DAX1 inh-2 0.4, FXN GAA850 act -1.9, hgDAF-12 ag 1.4, SMARCA2 activ 6.5, hcDAF-12 act 0.8, PG9 Ab binder -0.8, NR1D1 modulator -2.3 and sPLA2-III inh -6.4.
`CC(NC(=O)c1cnccn1)c1ccc(S(N)(=O)=O)cc1` (centres undefined) gave ssDAF-12 act -1.6, PLC-beta3 inh -2.5, DAX1 inh-1 3.4, DAX1 inh-2 -0.3, FXN GAA850 act -0.7, hgDAF-12 ag 1.7, SMARCA2 activ -3.0, hcDAF-12 act 1.2, PG9 Ab binder 0.4, NR1D1 modulator 1.6 and sPLA2-III inh -0.3.
For Cc1cc(NC(=O)CSc2ccc(-c3ccc(Br)cc3)nn2)no1 the results were ssDAF-12 act -0.2, PLC-beta3 inh -11.1, DAX1 inh-1 0.9, DAX1 inh-2 5.3*, FXN GAA850 act 3.5, hgDAF-12 ag 7.0, SMARCA2 activ 4.3, hcDAF-12 act 2.7, PG9 Ab binder 3.4, NR1D1 modulator 13.2 and sPLA2-III inh 3.6.
Cc1ccc(C(=O)NCC(=O)N(C)Cc2cccc(F)c2)s1 was read as ssDAF-12 act -0.9, PLC-beta3 inh 3.4, DAX1 inh-1 0.4, DAX1 inh-2 -0.4, FXN GAA850 act 1.5, hgDAF-12 ag 2.0, SMARCA2 activ -2.4, hcDAF-12 act -2.0, PG9 Ab binder -0.3, NR1D1 modulator 4.1 and sPLA2-III inh 6.0.
CCCCc1nnc(NC(=O)Cn2cnc3ccccc3c2=O)s1 was read as ssDAF-12 act -2.1, PLC-beta3 inh -8.8, DAX1 inh-1 0.3, DAX1 inh-2 -0.7, FXN GAA850 act -0.1, hgDAF-12 ag -2.5, SMARCA2 activ -4.1, hcDAF-12 act -0.1, PG9 Ab binder -1.6, NR1D1 modulator -2.5 and sPLA2-III inh 7.7.

A run of entries from further up, as a working copy:
For O=C(N/N=C/c1ccncc1)c1cc([N+](=O)[O-])cc([N+](=O)[O-])c1O the results were ssDAF-12 act -1.3, PLC-beta3 inh -2.3, DAX1 inh-1 0.4, DAX1 inh-2 0.4, FXN GAA850 act -1.9, hgDAF-12 ag -1.9, SMARCA2 activ -2.6, hcDAF-12 act -1.2, PG9 Ab binder 0.1, NR1D1 modulator -2.9 and sPLA2-III inh 19.9*.
Screening Cn1c(C2=C(O)CN(c3ccc4c(c3)OCCO4)C2=N)nc2ccccc21 returned ssDAF-12 act -0.5, PLC-beta3 inh 4.7, DAX1 inh-1 2.0, DAX1 inh-2 0.6, FXN GAA850 act 3.1, hgDAF-12 ag -0.4, SMARCA2 activ 2.1, hcDAF-12 act 1.1, PG9 Ab binder -0.2, NR1D1 modulator 0.8 and sPLA2-III inh 0.9.

Next section
`COc1ccc(N(C)S(=O)(=O)c2cccc(C(=O)Nc3nc(C)c(C(C)=O)s3)c2)cc1` gave ssDAF-12 act -1.5, PLC-beta3 inh -62.0, DAX1 inh-1 -0.6, DAX1 inh-2 -1.3, FXN GAA850 act 0.9, hgDAF-12 ag -1.7, SMARCA2 activ -2.3, hcDAF-12 act -0.9, PG9 Ab binder 1.3, NR1D1 modulator -0.3 and sPLA2-III inh 9.8.
`C(=C\c1nnc2c3ccccc3ncn12)/c1ccccc1` gave ssDAF-12 act 2.5*, PLC-beta3 inh -5.7, DAX1 inh-1 -2.5, DAX1 inh-2 0.5, FXN GAA850 act 2.5, hgDAF-12 ag 15.4*, SMARCA2 activ 1.5, hcDAF-12 act 6.1*, PG9 Ab binder 1.4, NR1D1 modulator 0.3 and sPLA2-III inh -11.9.
`N#CC(=C=[N-])c1nc2ccccc2nc1-[n+]1cccc(NC(=O)c2ccccc2)c1` gave ssDAF-12 act -0.9, PLC-beta3 inh -7.7, DAX1 inh-1 -0.4, DAX1 inh-2 -0.3, FXN GAA850 act -1.0, hgDAF-12 ag 3.3, SMARCA2 activ 2.6, hcDAF-12 act -0.7, PG9 Ab binder -2.9, NR1D1 modulator -1.0 and sPLA2-III inh 0.2.
`O=c1c2ccccc2nc2n1C(CSc1ccc(Br)cc1)CN2` (centres undefined) gave ssDAF-12 act -0.8, PLC-beta3 inh 1.2, DAX1 inh-1 2.4, DAX1 inh-2 -0.3, FXN GAA850 act -0.7, hgDAF-12 ag -0.2, SMARCA2 activ -0.8, hcDAF-12 act -1.4, PG9 Ab binder 1.9, NR1D1 modulator 0.1 and sPLA2-III inh 0.4.
For CCCNC(=O)Nc1nc2ccccc2s1 the results were ssDAF-12 act -0.2, PLC-beta3 inh 3.1, DAX1 inh-1 4.4*, DAX1 inh-2 3.0, FXN GAA850 act 7.2, hgDAF-12 ag 12.4*, SMARCA2 activ 2.2, hcDAF-12 act 3.4, PG9 Ab binder -0.3, NR1D1 modulator 7.5 and sPLA2-III inh -3.4.
O=C(CN1C(=O)C2CC=C(Cl)CC2C1=O)NCc1ccccc1 (centres undefined) was read as ssDAF-12 act -1.6, PLC-beta3 inh -48.4, DAX1 inh-1 0.6, DAX1 inh-2 -0.3, FXN GAA850 act -0.1, hgDAF-12 ag -1.8, SMARCA2 activ -0.8, hcDAF-12 act -1.1, PG9 Ab binder 0.0, NR1D1 modulator -0.1 and sPLA2-III inh -8.1.
Screening CS(=O)(=O)N(CC(=O)Nc1ccccc1Sc1ccccc1)C1CCCCC1 returned ssDAF-12 act -1.4, PLC-beta3 inh 2.5, DAX1 inh-1 1.0, DAX1 inh-2 -0.8, FXN GAA850 act -2.1, hgDAF-12 ag 0.2, SMARCA2 activ 0.3, hcDAF-12 act -0.9, PG9 Ab binder -0.8, NR1D1 modulator 0.8 and sPLA2-III inh 0.4.
For CCCCN1CCN(C2=Nc3ccccc3Sc3ccccc32)CC1 the results were ssDAF-12 act -1.4, PLC-beta3 inh 3.0, DAX1 inh-2 0.4, hgDAF-12 ag 1.9, SMARCA2 activ -5.9, hcDAF-12 act -2.3, NR1D1 modulator -0.2 and sPLA2-III inh 4.3.
`Clc1ccc2[nH]c(-c3ccccc3)cc2c1` gave ssDAF-12 act 0.4, PLC-beta3 inh -5.8, DAX1 inh-1 0.6, DAX1 inh-2 1.0, FXN GAA850 act 1.9, hgDAF-12 ag 9.2, SMARCA2 activ 3.1, hcDAF-12 act 2.0, PG9 Ab binder -4.2, NR1D1 modulator -4.2 and sPLA2-III inh -15.8.
For Cc1cc(Nc2ccccc2)n(C(=O)c2ccc(N)cc2)n1 the results were ssDAF-12 act -2.2, PLC-beta3 inh 4.1, DAX1 inh-1 0.9, DAX1 inh-2 -0.6, FXN GAA850 act -5.0, hgDAF-12 ag -1.6, SMARCA2 activ -4.7, hcDAF-12 act -3.6, PG9 Ab binder 0.6, NR1D1 modulator -4.6 and sPLA2-III inh -9.6.
Screening Cc1cccc(-c2ccc3c(c2)C2CC3CCN2C)c1 (centres undefined) returned ssDAF-12 act 0.0, PLC-beta3 inh -0.5, DAX1 inh-1 -0.5, DAX1 inh-2 0.6, FXN GAA850 act -1.8, hgDAF-12 ag 0.7, SMARCA2 activ -4.1, hcDAF-12 act 1.6, PG9 Ab binder 1.1, NR1D1 modulator -3.0 and sPLA2-III inh -5.7.

Screening results as filed in PubChem.
